Compound activity deposited in PubChem by NCI.
All columns: NCI-60 one-dose screen, growth in % after 48 h at 10 µM unless noted; 100 = growth as untreated, 0 = no growth, -100 = all killed.
PC-3 = PC-3 prostate cancer cells; actives 3.9% (n = 80,000)
SF-268 = SF-268 CNS cancer cells; actives 3.1% (n = 82,000); AID 1794759
OVCAR-4 = OVCAR-4 ovarian cancer cells | actives 3.7% (n = 80,000)
U251 = U251 CNS tumor cells; AID 1794753; actives 5.4% (n = 80,000)
DU-145 = DU-145 prostate cancer; actives 4.2% (n = 81,000); AID 1794760
SK-OV-3 = SK-OV-3 ovarian cancer cells. AID 1794785. actives 3.2% (n = 80,000)
OVCAR-8 = OVCAR-8 ovarian cancer | actives 4.4% (n = 81,000) | AID 1794782
OVCAR-3 = OVCAR-3 ovarian cancer; actives 7% (n = 79,000); AID 1794787
OVCAR-5 = OVCAR-5 ovarian cancer; actives 2.9% (n = 82,000)
* hit, by the source's call; . = not tested or not shown; & = joins results of further samples. Rule for the calls: active = growth percent below 10; inactive = the rest.

SMILES | PC-3 | SF-268 | OVCAR-4 | U251 | DU-145 | SK-OV-3 | OVCAR-8 | OVCAR-3 | OVCAR-5
CC1CNCCN1 (stereo not given) | 103 | . | 98 | . | 102 | 100 | 104 | 100 | 101
CC(=O)O[C@@H]1CC[C@@]2(C)[C@H](CC[C@@H]3[C@@H]2CC[C@]2(C)[C@@H]([C@H](C)CC=C(c4ccccc4)c4ccccc4)CC[C@@H]32)C1 | 90 | 107 | 108 | 106 | 113 | 99 | 106 | 111 | 107
CCN(CC)CCNCc1ccc(Cl)cc1 | 101 | 106 | 101 | 106 | 111 | 102 | 103 | 107 | 101
CCOc1ccc(NC(=O)C2CCCN(CCc3ccccc3)C2)cc1 (stereo not given) | 82 | 98 | 99 | 90 | 101 | 87 | 98 | 103 | 114
Oc1c(Br)cc(Br)c2ccc(Cn3cc(-c4ccc(C(F)(F)F)cc4)nn3)nc12 | 78 | 86 | 54 | 102 | 46 | 110 | 60 | -7.8* | 89
O=S(=O)(O)c1nc[n+]([O-])c2nc[nH]c12 | 107 | 109 | 83 | 100 | 108 | 113 | 97 | 127 | 102
COC(=O)/C=C1/S/C(=N\N=C\c2ccc(C(F)(F)F)cc2)N(c2ccccc2)C1=O | 100 | 80 | 91 | 71 | 103 | 110 | 73 | 108 | 95
CCCC(=O)Oc1cccc(CC)c1 | 98 | 98 | 112 | 96 | 108 | 102 | 100 | 108 | 107
CCOc1ccccc1NC(=O)c1cc(-c2ccccc2)n(-c2ccc(S(C)(=O)=O)cc2)n1 | 89 | 102 | 98 | 99 | 106 | 104 | 95 | 122 | 98
O=C(O)Cn1nnnc1COc1ccc(Cl)cc1 | 99 | 102 | 112 | 101 | 110 | 104 | 101 | 111 | 109
COc1ccc(C(=O)c2cc(C(C)=O)c3c(C)cc(C)cn23)cc1 | 83 | 23 | 50 | 32 | 67 | 29 | 18 | 44 | 80
O=C(c1ccncc1)N1N=C(c2ccccc2)C[C@H]1c1cn(-c2ccccc2)nc1-c1ccccc1 | 86 | 104 | 96 | 95 | 75 | 71 | 99 | 96 | 101
NC(=O)N1C(=O)C=CC1=O | 99&85 | 111&129 | 100&114 | 103&106 | 109&117 | 104&108 | 108&100 | 110&133 | 116&108
CC(=O)Oc1cccc(C)c1 | 98&97 | 106&102 | 91&109 | 108&102 | 97&112 | 96&107 | 107&110 | 107&113 | 102
O=C1C(Cl)=C(NCCN2CCOCC2)C(=O)c2ncccc21 | 38 | 11 | 96 | 30 | -88* | 41 | 31 | -64* | -23*
N#C/C(=N/Nc1cccc2c1C(=O)c1ccccc1C2=O)c1nn[nH]n1 | 96 | 102 | 97 | 106 | 112 | 108 | 103 | 107 | 100
N#C/C(=C\c1ccc(N(c2ccccc2)c2ccccc2)cc1)C(N)=O | 61 | 102 | 4.7* | 33 | 85 | 56 | 75 | 3.7* | -61*
COc1cc2c(c(OC)c1OC)C(=O)CC(c1cccc(NC(=O)c3cccc(Br)c3)c1)O2 (stereo not given) | 79 | 88 | 83 | 87 | 97 | 101 | 83 | 109 | 107
COc1cc2c(c(OC)c1OC)C(=O)N[C@@H]1[C@@H](O)[C@@H](O)[C@H](O)C[C@@H]21 | 97 | 103 | 107 | 99 | 110 | 100 | 97 | 112 | 106
O=c1cc(N2CCNCC2)c2ccccc2n1-c1ccccc1 | 94 | 100 | 112 | 98 | 104 | 114 | 103 | 107 | 105
Cc1cc2c(c(C)c1Cl)C(=O)/C(=C/c1ccc(O)cc1)O2 | 101 | 103 | 81 | 93 | 100 | . | 103 | 107 | 114
CN(C[C@H]1Cc2c(cccc2NCCN2CCOCC2)CN1)[C@H]1CCCc2cccnc21 | 64 | 80 | 84 | 59 | 82 | 59 | 62 | 93 | 81
Cc1ccc(-n2cc(-c3ccccc3)c3c2N=NN2CCN=C32)cc1 | 86 | 97 | 97 | 99 | 113 | 104 | 107 | 106 | 101
Cc1cc(O)c(/C=N/C(=S)NCc2ccccc2)c(=O)o1 | 96 | 102 | 95 | 98 | . | 95 | 100 | 102 | 99
COc1cc(C)cc2oc3oc(=N)c(-c4csc(-c5ccccc5)n4)cc3c(=O)c12 | 106 | 110 | 108 | 105 | 115 | 109 | 108 | 116 | 108
(cont.)
SMILES | PC-3 | SF-268 | OVCAR-4 | U251 | DU-145 | SK-OV-3 | OVCAR-8 | OVCAR-3 | OVCAR-5
C=CCn1c(SCC(=O)Nc2ccc(C(=O)/C=C/c3cc(OC)c(OC)c(OC)c3)cc2)nnc1-c1ccc(OC)cc1 | 25 | 5.5* | 19 | -65* | 5.3* | 17 | 7.5* | -46* | 9.2*
Cc1c(C(=O)N[C@H](CO)Cc2ccccc2)[nH]c2ccc(Cl)cc2c1=O | 98 | 104 | 108 | 93 | 110 | 100 | 97 | 111 | 112
OC(Cc1ccccn1)(c1ccccc1)c1ccccc1 | 96 | 96 | 95 | 100 | 107 | 97 | 106 | 108 | 96
CCOC(=O)C1=C(C#N)C(C(=O)OCC)c2ncccc21 (stereo not given) | 103 | 100 | 101 | 103 | 97 | 108 | 105 | 114 | 105
CC(O)Cc1cccs1 (stereo not given) | 94 | 108 | 103 | 105 | 107 | 100 | 106 | 104 | 102
O=C1c2ccc(Cl)cc2C(=O)c2ccc(Cl)cc21 | 86 | 98 | 97 | 101 | 105 | 94 | 105 | 109 | 111
O=C1c2cccc3cccc(c23)C(=O)N1N1C(=O)c2cccc3c(Br)ccc(c23)C1=O | 91 | 99 | 113 | 102 | 112 | 100 | 100 | 110 | 95
c1ccc(-c2nnc(-c3ccccc3)nn2)cc1 | 71 | 98 | 104 | 102 | 111 | 108 | 109 | 98 | 129
O=C(Nc1ccc(-c2nc(N3CCOCC3)c3cccn3n2)cc1)Nc1cccnc1 | 3.8* | 12 | -11* | 7.8* | 5.3* | -24* | 1.5* | 4.2* | 10
CCCOC(=O)Nc1ccc(OCC)cc1 | 110 | 107 | 116 | 115 | 113 | 104 | 117 | 116 | 106
Cc1ccc(NC2=CC(=O)C(=O)c3ccccc32)c(C)c1 | 35 | 63 | 48 | 33 | -61* | . | 28 | -16* | 80
N[C@@H](COP(=O)(O)O)C(=O)O | 89 | 94 | 104 | 96 | 105 | 110 | 95 | 94 | 102
O=C(CN1CCN(c2cc3c(cc2F)c(=O)c(C(=O)O)cn3C2CC2)CC1)N/N=C/c1ccccc1C(F)(F)F | 75 | 87 | 80 | 84 | 95 | 105 | . | 89 | 92
NC(Cc1cccs1)C(=O)O (stereo not given) | 100 | 105 | 103 | 98 | 111 | 119 | 108 | 106 | 98
Cc1cccc(CN2CCN(C(c3ccccc3)c3ccc(Cl)cc3)CC2)c1 (stereo not given) | 77 | 106 | 78 | 88 | 116 | 92 | 94 | 100 | 94
N#CCCNc1ccc2c(c1)C(=O)c1ccccc1-2 | 98 | 112 | 104 | 93 | 123 | 100 | 103 | 119 | 101
COc1cc2c(c(OC)c1OC)C1c3ccccc3NC(=O)N1CC2 (stereo not given) | 91 | 105 | 95 | 99 | 111 | 93 | 104 | 114 | 86
Cc1cc[n+](C)cc1C | 105 | 107 | 115 | 94 | 125 | 119 | 101 | 121 | 105
CCOC(=O)/C=C/c1ccc(O)c(OC)c1 | 102 | 91 | 99 | 99 | 113 | 115 | 98 | 128 | 123
COc1ccc(S(=O)(=O)/N=c2\c3ccccc3cnn2C2=NCCN2S(=O)(=O)c2ccc(OC)cc2)cc1 | 88 | 98 | 95 | 97 | 107 | 111 | 100 | 105 | 112
COc1ccc(-c2nc3sc4cc(OC)ccc4n3c2-c2nc3ncc(Br)cc3[nH]2)cc1 | 98 | 90 | 92 | 101 | 100 | 106 | 106 | 103 | 102
COc1ccc2c(c1)N=C(C(=O)O)/C2=C/c1sc(Nc2ccc(O)cc2)nc1O | 76 | 78 | 75 | 68 | 94 | 86 | 81 | 73 | 109
O=C(Nc1ccccc1)c1cc2ccccc2s1 | 82 | 96 | 60 | 89 | 103 | 99 | 97 | 105 | 82
CC(C)(C)OC(=O)N1CCC(O)[C@@H](O[Si](c2ccccc2)(c2ccccc2)C(C)(C)C)[C@H]1/C=C/c1ccccc1 (stereo not given in full) | 14 | 52 | 21 | 44 | 58 | 56 | 59 | 44 | 71
Cc1ccc(S(=O)(=O)OCCn2ccc3ccccc3c2=O)cc1 | 82 | 105 | 100 | 109 | 111 | 113 | 113 | 113 | 93

Retrieved by compound from the entries so far:
SMILES | PC-3 | SF-268 | OVCAR-4 | U251 | DU-145 | SK-OV-3 | OVCAR-8 | OVCAR-3 | OVCAR-5
O=C1c2cccc3cccc(c23)C(=O)N1N1C(=O)c2cccc3c(Br)ccc(c23)C1=O | 91 | 99 | 113 | 102 | 112 | 100 | 100 | 110 | 95
O=C(Nc1ccc(-c2nc(N3CCOCC3)c3cccn3n2)cc1)Nc1cccnc1 | 3.8* | 12 | -11* | 7.8* | 5.3* | -24* | 1.5* | 4.2* | 10

In another format: 4 of the compounds above
SMILES: Cc1ccc(NC2=CC(=O)C(=O)c3ccccc32)c(C)c1
  PC-3 = 35 | SF-268 = 63 | OVCAR-4 = 48 | U251 = 33 | DU-145 = -61* | SK-OV-3 = . | OVCAR-8 = 28 | OVCAR-3 = -16* | OVCAR-5 = 80
SMILES: COc1ccc(-c2nc3sc4cc(OC)ccc4n3c2-c2nc3ncc(Br)cc3[nH]2)cc1
  PC-3 = 98 | SF-268 = 90 | OVCAR-4 = 92 | U251 = 101 | DU-145 = 100 | SK-OV-3 = 106 | OVCAR-8 = 106 | OVCAR-3 = 103 | OVCAR-5 = 102
SMILES: COc1ccc(C(=O)c2cc(C(C)=O)c3c(C)cc(C)cn23)cc1
  PC-3 = 83 | SF-268 = 23 | OVCAR-4 = 50 | U251 = 32 | DU-145 = 67 | SK-OV-3 = 29 | OVCAR-8 = 18 | OVCAR-3 = 44 | OVCAR-5 = 80
SMILES: NC(=O)N1C(=O)C=CC1=O
  PC-3 = 99&85 | SF-268 = 111&129 | OVCAR-4 = 100&114 | U251 = 103&106 | DU-145 = 109&117 | SK-OV-3 = 104&108 | OVCAR-8 = 108&100 | OVCAR-3 = 110&133 | OVCAR-5 = 116&108

More records follow:
SMILES | PC-3 | SF-268 | OVCAR-4 | U251 | DU-145 | SK-OV-3 | OVCAR-8 | OVCAR-3 | OVCAR-5
N#Cc1c(-c2ccccn2)[nH]c(=S)[nH]c1=O | 103 | 101 | 119 | 100 | 105 | 104 | 109 | 105 | 95
ClCc1ccccc1CSc1ncnc2nc[nH]c12 | 97 | 108 | 92 | 96 | 107 | 107 | 100 | 118 | 93
O=c1[nH]c2ccccc2c2ccccc12 | 99 | 99 | 100 | 89 | 95 | 108 | 93 | 89 | 106
COc1ccc(-c2cc(-c3cccnc3)nc3sc4c(Cl)nnnc4c23)cc1OC | 81 | 97 | 97 | 92 | 94 | 109 | 91 | 92 | 118
N#Cc1ncc(-c2ccc(F)nc2)c(NC2CCCCCC2)n1 | 96 | 105 | 87 | 100 | 104 | 106 | 105 | 110 | 100
COc1ccc(-c2cs/c(=N\N=C\c3ccc(Cl)cc3)n2C)cc1 | 79 | 96 | 71 | 85 | 93 | 91 | 94 | 97 | 97
C=CCOC(=O)c1cccc(C(=O)OCC=C)c1 | . | 103 | 107 | 107 | 110 | 107 | 110 | 109 | 107
COc1cc(-c2nnc(SCC(=O)Nc3ccc(C(=O)/C=C/c4ccc(Cl)cc4)cc3)n2-c2ccccc2)cc(OC)c1OC | 82 | 89 | 108 | 98 | 101 | 92 | 105 | 97 | 106
O=C1CCCCC1=C1CCCCC1 | 97 | 122 | 104 | 100 | 122 | 109 | 92 | 112 | 94
COc1ccc2nc(-c3ccc(Cl)cc3)cc(-c3nnc(SC/C(=N/O)c4ccccc4)o3)c2c1 | 30 | 55 | 17 | 17 | 30 | 70 | 50 | 34 | 84
O=C(O)c1ccsc1Cc1cccs1 | 93 | 115 | 105 | 97 | 124 | . | 94 | 105 | 109
COC(=O)c1nc(-c2ccc(C)cc2)oc1SCc1ccccc1 | 83 | 104 | 110 | 88 | 102 | 90 | 91 | 100 | 87
COc1ccc(S(=O)(=O)NCCCNc2cc(-c3cn(-c4ccccc4)nc3-c3cccc(OC)c3)ccn2)cc1 | 27 | 57 | 45 | 38 | 68 | 64 | 42 | 60 | 82
O=C(Nc1ccc(C(=O)O)c(O)c1)c1ccc(C(=O)Nc2ccc(C(=O)O)c(O)c2)cc1 | 103 | 106 | 105 | 101 | 117 | 107 | 90 | 109 | 135
Nc1c(C(=O)Nc2cccc3c2OCCO3)sc2nc3c(cc12)C(=O)CCC3 | 34 | 61 | 71 | 33 | 22 | 71 | 52 | 16 | 36
CC(=O)/C(=C/n1c(=S)[nH]c2ccc([N+](=O)[O-])cc21)C(=O)Nc1ccc([N+](=O)[O-])cc1 | 90 | 94 | 95 | 94 | 101 | 105 | 102 | 96 | 87
COc1cc(C2CC(c3cc(OC)c(OC)c(OC)c3)=NN2c2ccccc2)ccc1OCc1ccc(C)cc1 (stereo not given) | 93 | 88 | 89 | 97 | 100 | 101 | 98 | 101 | 105
NS(=O)(=O)c1cccc(N=Cc2c[nH]c3ccccc23)c1 | 89 | 99 | 107 | 99 | 106 | 92 | 99 | . | 92
COc1ccc(-n2/c(=N/C(=S)N(C)C)ss/c2=N\C(=S)N(C)C)cc1 | 93 | 100 | 103 | 94 | 109 | 107 | 106 | 104 | 106
O=C1Nc2c(ccc(Cl)c2Cl)/C1=C\c1ccc(C(F)(F)F)cc1 | 63 | 92 | 75 | 74 | 97 | 88 | 85 | 68 | 84
COc1ccc(-c2nn(-c3cccc(Cl)c3)cc2-c2cc(-c3ccccc3)no2)cc1 | 42 | 73 | 81 | 78 | 89 | 93 | 84 | 84 | 87
OCCOc1cc(Cl)cc(Cl)c1 | 105 | 104 | . | 109 | 118 | 100 | 103 | 105 | 104
c1ccc(-c2nn[nH]n2)nc1 | 95 | 111 | 105 | 89 | 111 | 98 | 108 | 106 | 106
COc1ccc(-c2cnc3sc4ccc(Cl)cc4n23)cc1 | 90 | 104 | 95 | 99 | 100 | 96 | 109 | 96 | 115

An unsorted share of the library. About 9.5% of those tested had a hit in this group.
